High-throughput results as filed in PubChem.
p53ts 32C kill: cytotoxicity in p53ts cells at permissive temperature | H1299-p53A138V at 32C, ATP luminescence viability, 24 h | Potency, µM (titrated, usually from 46.1 µM), without a hit: at the top dose activity change, negative = cytotoxicity, actives largely listed as cytotoxic | 0.93% of 130,000 active;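 note: 0% = DMSO and -100% = full killing by reference compound; nearly all actives have a fitted effect of over 55% in size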
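Viability by ATPlite luminescence after 24 h compound treatment (up to 46 uM) at the permissive 32C. Cells are H1299 carrying p53 A138V. Scale runs from DMSO basal to 100 uM tamoxifen as full kill; AC50 from Hill fits.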
Peg3 imprint: inducers of genomic imprint erasure in mouse ES cells | mouse ES Peg3-LacZ reporter, beta-gal luminescence, 40 h | Potency, µM (titrated, usually from 60.7 µM), without a hit: at the highest dose activity change, positive = activation, hits mostly activators | 0.02% of 110,000 active | AID 1948;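 note: 0% = negative control wells on the plate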
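Readout: BetaGlo luminescence (5 min, room temp) for LacZ from the normally silent maternal Peg3 allele in female Peg3LacZ-Neo ES cells. Cells 300/well, 40 h, 37C, 5% CO2. Data normalized per plate to negative controls.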
p53ts 39C tox: kills p53ts cells at the nonpermissive temperature; H1299-p53A138V viability at 39C, ATP luminescence, 24 h; Potency, µM (series often up to 46.1 µM), for the others: top-dose activity change, negative = cell killing, usual class: cytotoxic; 1.5% of 130,000 active; AID 902; note: nearly all actives have a fitted effect of over 55% in size
IkB sig inh: inhibitors of IkB signaling in ABC-DLBCL cells; ABC-DLBCL IkBa-CBG/CBR dual luciferase ratio, 4 h; response scale: scaled: untreated 0%, proteasome inhibitor 100%; Potency, µM (titrated, usually from 57.1 µM), inactives show at the top dose IkBa stabilization activation; 0.04% of 110,000 active; active = well fitted curve in the direction sought with a large enough effect in the signal ratio, not every such curve was filed as active; inconclusive = small, poorly fitted or top-dose-only effect, or a change in a side signal; the % refers to the signal ratio;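 note: the direction sought is a rising ratio; 0% = basal untreated cells and 100% = reference inhibitor full response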
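Curves were fitted separately to fusion (green), unfused (red) and ratio luminescence, then classed by r2, magnitude and activity. Cells: OCI-Ly3, 4 h compound plus doxycycline at 37C; 10 uM MG-132 defined full response.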
* marks the source's active call; other numbers are inactive results; ? = inconclusive; · = no result given; [ ] = remark or other dose. Unless noted, calls come from the whole dose curve; as a rule, active = well fitted curve in the direction sought with a large enough effect; inconclusive = small, poorly fitted or top-dose-only effect, or another doubt; inactive = no such curve, though single readings can be large; an effect the other way counts as inactive or inconclusive. Unless noted, % is set by controls: 0 for no effect and ±100 for the full control effect; potency is the fitted concentration of half-maximal effect.

mol	p53ts 32C kill	Peg3 imprint	p53ts 39C tox	IkB sig inh
COc1ccc(CCn2c(C)cc(C(=O)CSc3nnc(N)s3)c2C)cc1	-22%	-16%	-26%	?
Cc1cccc(N2CCN(c3nc4ccccc4c(=O)n3-c3ccc(Cl)cc3)CC2)c1C	4%	-5%[10.9 µM]	18%	2.4%
Cn1c(N2CCN(C(=O)C34CC5CC(CC(C5)C3)C4)CC2)nc2ccccc21	-5%	2%	-10%	1.0%
Cc1ccc(N(CC(=O)NCc2ccncc2)S(C)(=O)=O)cc1Cl	3%	-11%	-3%	0.3%
CCC(=O)N1c2ccc(S(=O)(=O)N3CCN(c4ccccc4Cl)CC3)cc2CC1C (centres undefined)	-1%	-20%[10.9 µM]	6%	0.6%
Cc1cc(Oc2ccccc2)nc2ccc(O)cc12	16%	-6%	4%	2.7%
O=C(NCc1cccs1)c1ccc2c(c1)N(Cc1cccc(F)c1)C(=O)c1ccccc1S2	8%	-9%[10.9 µM]	-1%	?
CCN1CCC(O)([C@H](C(=O)O)c2ccccc2)CC1	4%[9.22 µM]	-3%[10.9 µM]	1%[9.22 µM]	-1.4%[11.4 µM]
Cc1ccc(S(=O)(=O)NCCC(=O)N2CCCCC2)cc1	4%	-6%	3%	0.3%
O=C(CSc1nccn1-c1ccccc1)NCc1ccc2c(c1)OCO2	-1%	-5%	10%	-2.1%
Cc1ccc(Cl)cc1NC(=O)Cn1c(=O)n(Cc2ccc(C(=O)NCc3ccc4c(c3)OCO4)cc2)c(=O)c2ccccc21	-3%	11%[10.9 µM]	17%	1.6%
CC(=O)c1cccc(NC(=O)c2cc(-c3ccc(Cl)s3)nc3ccccc23)c1	-18%	-8%[10.9 µM]	?	?
CC1C(=O)CCC2[C@]1(C)CCC1[C@]2(C)CC[C@@]2(C)C3CC(C)(C)CC[C@]3(C)CC[C@@]12C (some centres undefined)	4%	-5%	-2%	·
Nc1c(C(=O)NCCN2CCOCC2)c2nc3ccccc3nc2n1CCc1ccccc1F	5%	-19%	-8%	?
Cc1cc2cc(OCC(=O)O)ccc2n1C	-4%	?	-8%	0.2%
CCOc1c(Br)ccc2c1sc1nc[nH]c(=O)c12	6%	-9%	-2%	0.3%
CC(=O)c1ccc(NC(=O)c2ccc(-n3cnnc3)cc2)cc1	-3%	18%[10.9 µM]	-22%	-1.6%
Cc1ccc(CN(C(=O)C(F)(F)F)C(C(=O)NC2CCCCC2)c2ccco2)cc1 (centres undefined)	6%	·	8%	·
CCOc1cc(C(=O)N2CC(=O)Nc3ccc(C)cc3C2c2ccccc2)cc(OCC)c1OCC (centres undefined)	24%	8%[10.9 µM]	17%	?
O=C(O)c1ccccc1S(=O)(=O)NCC(O)COc1ccc(Br)cc1 (centres undefined)	-4%	-4%	-2%	2.4%

Arranged by count of non-hydrogen atoms (falling): some entries from above.
mol	p53ts 32C kill	Peg3 imprint	p53ts 39C tox	IkB sig inh
Cc1ccc(Cl)cc1NC(=O)Cn1c(=O)n(Cc2ccc(C(=O)NCc3ccc4c(c3)OCO4)cc2)c(=O)c2ccccc21	-3%	11%[10.9 µM]	17%	1.6%
CCOc1cc(C(=O)N2CC(=O)Nc3ccc(C)cc3C2c2ccccc2)cc(OCC)c1OCC (centres undefined)	24%	8%[10.9 µM]	17%	?
Nc1c(C(=O)NCCN2CCOCC2)c2nc3ccccc3nc2n1CCc1ccccc1F	5%	-19%	-8%	?
CC1C(=O)CCC2[C@]1(C)CCC1[C@]2(C)CC[C@@]2(C)C3CC(C)(C)CC[C@]3(C)CC[C@@]12C (some centres undefined)	4%	-5%	-2%	·
CCC(=O)N1c2ccc(S(=O)(=O)N3CCN(c4ccccc4Cl)CC3)cc2CC1C (centres undefined)	-1%	-20%[10.9 µM]	6%	0.6%
Cn1c(N2CCN(C(=O)C34CC5CC(CC(C5)C3)C4)CC2)nc2ccccc21	-5%	2%	-10%	1.0%
Cc1cc(Oc2ccccc2)nc2ccc(O)cc12	16%	-6%	4%	2.7%

(next part)
mol	p53ts 32C kill	Peg3 imprint	p53ts 39C tox	IkB sig inh
CC1(C)CC(=O)C2=C(C1)NC(=O)CC2C(=O)NCc1ccc(F)cc1 (centres undefined)	1%	6%	7%	1.0%
COc1ccc(OC)c(CCNC(=O)C(C)n2nc(C)c3c(C)n(-c4ccc(C)cc4)nc3c2=O)c1 (centres undefined)	-16%	5%[10.9 µM]	-23%	?
Cc1csc(=NC(=O)c2ccccc2)n1C	-25%	·	-21%	·
Cn1c(=O)c2c(nc(SCC(=O)N3CCCc4ccccc43)n2C)n(C)c1=O	1%	-4%	11%	2.7%
C=CCn1c(=N)c(C(=O)NCCCOC)cc2c(=O)n3cccc(C)c3nc21	-12%	-7%	13%	-3.9%
COC(=O)c1ccc2c(c1)N(C)CCS2	1%	-10%	-4%	-3.1%
Cc1ccc(N2C(=O)[C@@H]3[C@H](C2=O)C2c4ccccc4C=CN2[C@@H]3C(=O)c2ccco2)c(C)c1 (some centres undefined)	-3%	-8%	-5%	?
S=C(Nc1ccc2cn[nH]c2c1)Nc1ccc2cn[nH]c2c1	-6%[9.22 µM]	-10%[10.9 µM]	5%[9.22 µM]	4.2%[11.4 µM]
CCOc1ccc(CNC(=O)c2ccc(NC(=O)N3CCCCc4ccccc43)cc2)cc1OC	0%	-6%[10.9 µM]	-27%	-0.4%
Cc1ccc(-c2cc(C(=O)Oc3ccccc3Cl)no2)cc1C	?	-8%[10.9 µM]	-26%	1.9%
CCOC(=O)c1cc2c(ccn2C)n1CC(=O)N1CCN(c2ccc(F)cc2)CC1	1%	-16%	-11%	0.9%
CCOc1ccc(CN2C(=O)c3ccccc3Sc3ccc(C(=O)NCCc4ccccc4)cc32)cc1	21%	-9%[10.9 µM]	3%	-2.8%
CCOC(=O)c1ccc(NC(=O)CC2Nc3cccc4cccc(c34)NC2=O)cc1 (centres undefined)	?	-11%[10.9 µM]	?	?
CC(=O)c1cccc(NC(=O)N2CCCC2C(=O)Nc2ccccc2C)c1 (centres undefined)	-2%	-9%	3%	6.0%
Cc1nn(C)c2c1c(-c1ccccc1)cc(=O)n2CC(=O)NC(C)c1ccccc1 (centres undefined)	0%	-9%[10.9 µM]	?	1.4%
CCCCSc1ncnc2c1sc1nc(N3CCOCC3)c3c(c12)CCCC3	5%	9%[10.9 µM]	0%	-1.2%
Cc1ccc(NS(=O)(=O)c2ccc3c(c2)NC(=O)CCS3)cc1C	-3%	-16%[10.9 µM]	9%	-2.2%
COc1ccc(N(C2CSC2)S(=O)(=O)c2ccccc2)cc1	-5%	-4%	-9%	0.5%
COCCCNC(=O)CS(=O)(=O)Cc1nc(-c2ccccc2C)oc1C	4%	-1%	18%	-3.2%
O=C(NCc1ccc(Cl)cc1)c1ccc(CNS(=O)(=O)c2ccc(F)cc2)cc1	7%	-5%[10.9 µM]	-2%	-2.7%

2 consecutive entries already listed:
mol	p53ts 32C kill	Peg3 imprint	p53ts 39C tox	IkB sig inh
CC1(C)CC(=O)C2=C(C1)NC(=O)CC2C(=O)NCc1ccc(F)cc1 (centres undefined)	1%	6%	7%	1.0%
COc1ccc(OC)c(CCNC(=O)C(C)n2nc(C)c3c(C)n(-c4ccc(C)cc4)nc3c2=O)c1 (centres undefined)	-16%	5%[10.9 µM]	-23%	?

(cont.)
mol	p53ts 32C kill	Peg3 imprint	p53ts 39C tox	IkB sig inh
CCOC(=O)C1CCCN(C(=O)c2cn(CC)c3ccc(S(=O)(=O)N4CCCC4)cc3c2=O)C1 (centres undefined)	-13%	-7%	-6%	-1.8%
Cn1cccc1Cc1nnc(SCC(=O)Nc2ccc(F)cc2)n1-c1ccc(F)cc1	-4%	-12%	-4%	6.8%
CN(C)c1ccc(/C=C2/C(=O)Nc3ccccc32)cc1	10µM*	-82%[inhibitor]	10µM*	?
CN(C)S(=O)(=O)c1cccc(C(=O)N2CCc3ccccc32)c1	8%	-8%	9%	0.6%
CN1CCN(C(=O)c2ccc3c(c2)OCCO3)CC1	6%	·	3%	·
COC(=O)C1=C(C)N(Cc2cccnc2)C(=O)C1	3%	-7%	7%	-1.2%
COc1cccc2c1cc1c(=O)n(CC(=O)NC3CCCCC3)nc(C)n12	7%	-3%[10.9 µM]	17%	-0.6%
Cc1noc(C)c1CSc1ccccc1C(=O)N1CCN(c2ccccc2)CC1	1%	-6%	-16%	1.4%
CC(=O)c1cc(-c2nc3ccccc3n2C)n(C)c1	0%	-10%	-1%	0.1%
Cc1ccc(OC(C)C(=O)N2CCc3ccccc32)cc1 (centres undefined)	3%	?	1%	-0.1%
O=C(O)[C@@H](c1ccccc1)N1Cc2ccccc2C1=O	3%	-1%	3%	2.7%
CCOC(=O)C1CCCN(C(=O)c2ccc(NC(=O)c3nsc4ccccc34)cc2)C1 (centres undefined)	-16%	-9%[10.9 µM]	?	?
Fc1cccc(Cl)c1CNc1n[nH]c(-c2ccco2)n1	-11%	-24%[10.9 µM]	-18%	?
Cn1c(=O)n(CC(N)=O)c2ccccc21	6%	3%	10%	0.0%
COc1ccc(Nc2nc(C)c3ccccc3n2)cc1	?	-42%[inhibitor]	-27%	7.9%
Cc1c(C(=O)Nc2cccc(C(F)(F)F)c2)oc2ccc3c(c12)C(=O)CC(C)(C)O3	-29%	-14%[10.9 µM]	16µM*	-1.5%
CCc1ccc(NC(=O)c2cc(S(=O)(=O)N3CCCCCC3)ccc2F)cc1	-14%	-13%[10.9 µM]	30%	-1.6%
COc1cccc(C(=O)Nc2ccc(S(=O)(=O)N(Cc3ccccc3)c3ccccc3)cc2)c1	0%	-20%[10.9 µM]	17%	-0.3%
Cn1ccc2c(OCC(=O)Nc3cc(C(F)(F)F)ccc3Cl)cccc2c1=O	-8%	-9%[10.9 µM]	-20%	1.5%
COc1cccc(-c2cn3c(n2)sc2cc(C(=O)NCCCc4ccccc4)ccc23)c1	-5%	-9%[10.9 µM]	-7%	1.7%

| Structure | p53ts 32C kill | Peg3 imprint | p53ts 39C tox | IkB sig inh |
| --- | --- | --- | --- | --- |
| COc1cc(OC)c(C(C)=O)c(O)c1C | 3% | -4% | -16% | · |
| C=CCOC(=O)C1=C(C)NC(=O)NC1c1cn(-c2ccccc2)nc1-c1cccs1 (centres undefined) | -1% | -8% | 0% | 0.3% |
| CN(c1ccc(F)cc1)S(=O)(=O)N1CCCC(C(=O)NCCc2ccccc2)C1 (centres undefined) | 6% | -16%[10.9 µM] | 1% | -1.8% |
| CCN(/N=C/c1cccs1)c1cc(=O)n(C)c(=O)[nH]1 | -1% | · | 17% | · |
| CC1(C)C(=O)C(c2ccccc2)=C2CN3C(=O)N(CCc4ccccc4)C(=O)C3(Cc3ccc(F)cc3)C=C21 (centres undefined) | 2% | -18% | 4% | · |
| S=c1sc2c(N3CCOCC3)ncnc2n1-c1ccccc1 | -12% | 12% | -12% | -1.0% |
| COC(=O)Cn1c2ccc(OC)cc2c2nc3ccccc3nc21 | -1% | -5% | 7% | -5.4% |
| O=C(NCc1ccccc1)c1ccco1 | -8% | · | 11% | · |
| COC(=O)c1ccc(CSc2nc(C(F)(F)F)c3c(c2C#N)CCC3)o1 | 25% | -35%[inhibitor] | 45%[activator] | ? |
| CN(CCCNC(=O)c1cn(C)c2ccc(S(=O)(=O)N(C)C)cc2c1=O)c1ccccc1 | 0% | -2% | 3% | 0.8% |
| COc1ccc(C2=NOC(C(=O)N3CCCCCC3)C2)cc1OC (centres undefined) | -2% | -15% | 4% | -3.0% |
| CSc1ccc(CCNC(=O)C2=C(C)C(=O)OC23CCCCC3)cc1 | 3% | 23%[10.9 µM] | -2% | ? |
| CC(=O)c1cccc(NC(=O)C2CCCC2)c1 | 6% | 10% | 6% | -0.1% |
| CCN1CCCC1CNC(=O)C1CCN(Cc2nc(-c3cccc(Br)c3)oc2C)CC1 (centres undefined) | ? | -30% | ? | 2.1% |
| O=C(Nc1ccc2c(c1)OCO2)C1CCN(S(=O)(=O)c2ccc3c(c2)OCCO3)CC1 | -6% | · | -1% | 6.9% |
